TTR transcr act: TTR transcription activation, primary screen. activation, % at 16.7 µM. 92,000 compounds, 1.3% hits. AID 1117267. SH-SY5Y TTR promoter Gaussia luciferase, luminescence; 100% = recombinant luciferase protein wells;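 active means activation above the mean of all tested compounds plus 3 SD, cut at about 9.5% in these data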;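 further: cells exposed to compounds for one day before reading; 0% = median of all test compound wells on the plate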
Starred values were filed as active, the others as inactive.

SMILES | TTR transcr act
C#CCOc1ccc2c3c(c(=O)oc2c1)CCCC3 | -0.8
CNC(=S)N/N=C/c1ccc(N(C)C)cc1 | 5.2
NC(=O)c1c(NC(=O)COC(=O)CSc2nnc(-c3ccc(Cl)cc3)o2)sc2c1CCC2 | 3.5
O=C1CCCN1CCCNc1ccc2nnc(CCC(=O)N3CCN(c4ccc(F)cc4)CC3)n2n1 | -1.1
O=C(c1ccc2c(c1)OCO2)N1CCN(c2ccccc2)CC1 | 5.7
O=C(NCc1ccccc1F)c1ccc(S(=O)(=O)N2CCCCCC2)cc1 | 1.9
Cc1[nH]c2ccccc2c1SCc1nnc(SCc2ccccc2)n1C | -0.5
CCNC(=O)NC(=O)COC(=O)CNC(=O)COc1ccccc1 | 2.1
O=C(CN1C(=O)C2CC=CCC2C1=O)Nc1nc(-c2ccc(F)cc2)cs1 (stereo not drawn) | -0.7
COc1ccc(S(=O)(=O)N2CCN(C(=O)c3ccc(=O)[nH]n3)CC2)cc1OC | -1.3
CCCCN=C1CC(C)(C)CC(=O)/C1=C(/O)CCC | 0.5
OCCOc1ccc(CN2CCN(CCCc3ccccc3)C(CCO)C2)cc1 (stereo not drawn) | 0.2
O=C(O)CC(CC(=O)O)n1cccc1 | -0.2
Cc1ccc(C)c(-n2c(C)cc(/C=N/NC(=O)c3c(C)nc4cc(C)ccn34)c2C)c1 | 0.0
CC1=C(C(=O)N(C(C)C)C(C)C)CC(CC(=O)NCCCN(C)C)C(=O)N1Cc1ccc(F)cc1 (stereo not drawn) | 2.8
Cc1snc2sc(C(=O)c3ccc(F)cc3)c(N)c12 | 4.5
O=C(c1ccc(N2CCCCC2)c([N+](=O)[O-])c1)N1CCN(S(=O)(=O)c2ccccc2)CC1 | -1.8
CCN1CCN(CCCNC(=O)c2ccc(CS(=O)c3ccc(Br)cc3)o2)CC1 (stereo not drawn) | -1.5
O=C(c1ccc2c(c1)OCCO2)C1CCN(C(=O)c2ccc(F)c(F)c2)CC1 | -2.5
CCCCCn1c(=S)[nH]c2cc(C(=O)N3CCCC3)ccc2c1=O | 10*
Cc1ccc(S(=O)(=O)NC(CC(C)C)C(=O)NCc2ccco2)cc1 (stereo not drawn) | 4.1
O=c1cc(-c2ccsc2)oc2ccc(-c3ccc4cc[nH]c4c3)cc12 | -4.9
CN(C(=O)c1ccccc1-c1ncc[nH]1)C1CCCN(Cc2ccccc2F)C1 (stereo not drawn) | 0.5
C=CCn1c(=O)c(C(=O)NCc2ccc3c(c2)OCO3)c(O)c2cc(OC)c(OC)cc21 | 2.0
CCn1ccnc1CN1CCN(CC(C)C)C(CCO)C1 (stereo not drawn) | -0.8
Clc1cccc(Cl)c1Cn1cnc(=NCc2ccco2)c2[nH]cnc21 | -1.2
O=C(CSc1ccc2nnc(-c3ccncc3)n2n1)Nc1nccs1 | 0.2
COc1cccc(OC)c1-c1nnc(-c2cn(C)c3ccccc23)o1 | -1.3
Cc1ccc(/C=C/S(=O)(=O)NCC(=O)OCC(=O)N2CC(=O)Nc3ccccc32)cc1 | -1.1
COc1cc(/C=N/NC(=O)CNC(=O)c2cccs2)ccc1O | -0.7
COC(=O)[C@@]1(Sc2ccc(C)cc2)CC(=O)N(C(=O)C2CC2)[C@@H]1c1ccccc1 | -0.6
CN(C)C(=O)CSc1ccc(S(=O)(=O)N2CCCC2)cn1 | 0.3
O=C(CN1C(=O)C2CCCCN2C(=O)c2ccccc21)Nc1ccc(F)cc1 (stereo not drawn) | 1.8
CC(=O)Nc1ccc(C(=O)OCC(=O)NC(=O)NC(C)(C)C)cc1 | -1.3
C=CCn1c(SCC(=O)Nc2cccnc2Cl)nnc1-c1ccc(Cl)cc1 | -1.6
COc1ccc(CCNC(=O)c2n[nH]c(=O)c3ccccc23)cc1 | 3.1
NS(=O)(=O)c1cccc(NC(=O)COC(=O)Cc2n[nH]c(=O)c3ccccc23)c1 | -1.4
CC1=C/C(=N\Nc2ccccc2[N+](=O)[O-])CC(C)(C)C1 | 0.2
CC(C)CCN(C(=O)c1ccccn1)c1c(N)n(Cc2ccccc2)c(=O)[nH]c1=O | 1.7
CC(=O)Nc1ccc(-c2csc(N/N=C\c3ccncc3)n2)cc1 | -2.8
CC(C)Cn1cc(C(=O)NCc2cccs2)c2c3ccccc3n(C)c2c1=O | -0.5
CC(=O)Nc1cc(-c2cccc(C(=O)NCCN(C)C)c2)cn2c(-c3ccc(C(C)=O)cc3)cnc12 | -1.2
Cc1ccc(S(=O)(=O)c2nc(Nc3ccccc3)sc2Cl)cc1 | -2.3
CC(C)(C)C(=O)/C(C#N)=C/c1cccs1 | 1.0
Cc1noc(C)c1-c1nc(CS(=O)(=O)c2ccc(F)cc2)no1 | -0.4
CC1=NN(C(=O)c2ccc(Cn3cc(Br)c([N+](=O)[O-])n3)o2)C(O)(C(F)(F)F)C1 (stereo not drawn) | 1.8
CCOc1ccccc1CNn1cnnc1 | -1.0
C/C(=N\NC(=O)C1(C)CC1(Br)Br)c1ccc(C)cc1C (stereo not drawn) | -0.7
C=CCn1c(SCc2nc3ccccc3c(=O)[nH]2)nc2ccccc2c1=O | -2.3
Cc1cc(O)c(C(C)C)cc1NC(=O)c1ccc(Cl)cc1 | -0.4
CSCC[C@@H](CO)NC(=O)[C@H]1O[C@@H](n2ccc(=O)[nH]c2=O)[C@H](O)[C@@H]1O | -0.1
COc1cccc(C(=O)N2CCC[C@H]2C(=O)N2CCC[C@H]2C(=O)N[C@H](C)c2ccccc2)c1 | -0.7
COc1ccc(C)cc1N1C(=N)/C(=C2/Nc3ccccc3S2)C(c2ccccc2)C1=O (stereo not drawn) | 0.2
Cc1ccc(CS(=O)(=O)c2ncc(Cl)c(C(=O)Nc3nnc(C)s3)n2)cc1 | -4.5
COc1ccc(N2C(=O)CCC(C(=O)Nc3ccccn3)C2c2ccc(OC)c(OC)c2)cc1 (stereo not drawn) | -1.3
O=C(c1cc(C(=O)N2CCOCC2)c2nc3ccccc3n2c1)c1ccccc1O | -1.5
Cc1cc(-c2ccc(C)c(S(=O)(=O)Nc3cccc(CN4CCCC4)c3)c2)on1 | 7.3
Cc1cc(NC(=O)C(C)SCC(=O)OC(C)C(=O)Nc2cccc(C#N)c2)no1 (stereo not drawn) | -0.2
O=C(Nc1ccc(Nc2ccccc2)cc1)c1cccc(F)c1 | -0.7
CCCS(=O)(=O)c1nc(S(=O)(=O)c2ccc(C)cc2)c(NCc2ccc3c(c2)OCO3)s1 | 0.2
Further records:
SMILES | TTR transcr act
O=C(CSC1=Nc2ccccc2C2=NC(CC(=O)NC3CCCCC3)C(=O)N12)NCc1ccco1 (stereo not drawn) | -0.9
CCCCN1C[C@H](CSC)[C@@H](CC(=O)NC)C1=O | 0.7
O=C(C[C@H]1C/C=C\CCC(=O)OC[C@H]2CCCN2C1=O)NCCO | 0.6
CC(C)n1c(SCC(=O)Nc2ccccc2N2CCOCC2)nc2c1c(=O)n(C)c(=O)n2C | 2.5
CN(C)c1ccc(C(CC(=O)O)NC(=O)c2ccc(Cl)cc2)cc1 (stereo not drawn) | 4.8
COc1ccc(-c2cc(C(F)(F)F)nc(S(C)(=O)=O)n2)cc1OC | -6.5
COc1ccccc1C(=O)Nc1ccnn1C1CCN(CCCc2ccccc2)CC1 | -0.1
COc1ccccc1CNS(=O)(=O)c1cc(CN2C(=O)c3cccnc3C2=O)ccc1OC | 1.7
Cc1ccc(C(=O)Nc2cc(Cl)ccc2Oc2ccccc2)cc1[N+](=O)[O-] | 1.1
CC(=O)Oc1ccc(-c2cccc(C(=O)OCC(=O)Nc3ccccc3Oc3ccccc3)c2)cc1 | 2.4
O=C1c2cccn2CC2Cc3ccccc3N12 (stereo not drawn) | -1.1
C=C1CCC(N(O)c2cc(C)on2)C(=C)CCC2C1CC2(C)C (stereo not drawn) | 1.3
COc1ccc(-c2cn(Cc3ccc4ccccc4c3)nn2)cc1 | 7.0
COc1ccc(Cn2c(C)c(C)c(C#N)c2NC(=O)Nc2ccc(Cl)cc2)cc1 | -2.5
CCCOC(=O)Nc1ccc(N2CCCCC2)cc1 | 0.8
COc1ccc(N(CC(=O)N/N=C/c2ccc(-c3ccc([N+](=O)[O-])cc3)o2)S(=O)(=O)c2ccc(C)cc2)cc1Cl | 1.6
CCn1c(SCC(=O)N2CCC(C)CC2)nc2c(c1=O)SC(C)C2 (stereo not drawn) | 3.7
COC(=O)c1cccc(NC(=O)C23CC4CC(C2)CC(n2cncn2)(C4)C3)c1 | -0.6
O=C(NCCc1c[nH]c2ccccc12)C(=O)NCC1OCCCN1S(=O)(=O)c1cccs1 (stereo not drawn) | -1.0
Cc1cc(OCC(=O)O/N=C(\N)Cc2cccs2)ccc1Br | -1.7
O=C(Nc1ccccc1)C(=O)c1cn(CC(=O)N2CCCCC2)c2ccccc12 | 0.3
CC1CCC/C(=N\NC(=O)c2ccncc2)C1 (stereo not drawn) | -0.7
CCOC(=O)c1cnn(-c2ccccc2)c1NC(=O)CCl | -1.1
COCCOC(=O)C1=C(C)NC(=O)NC1C1CC=CCC1 (stereo not drawn) | 2.1
O=C(NCCc1ccccc1F)C1CC(=O)N(c2ccc3c(c2)OCCO3)C1 (stereo not drawn) | 1.8
Cc1ccc(NC(=O)CSc2nc3c([nH]c4ccccc43)c(=O)n2C)cc1 | 0.5
COc1ccccc1CNC(=O)COC(=O)c1cc(C)nc2ccccc12 | -0.3
CCc1ccc(OCC(=O)NCC(c2ccc(Cl)cc2)N2CCCCC2)cc1 (stereo not drawn) | 4.0
CCCCN(C(=O)C1CC(=O)N(c2ccc3c(c2)OCCO3)C1)c1c(N)n(CCC)c(=O)[nH]c1=O (stereo not drawn) | 0.2
O=C(N/N=C\C=C\c1ccco1)C1COc2ccccc2O1 (stereo not drawn) | -3.0
CC(C)C[C@H](N)c1cn([C@@H](Cc2cc3ccccc3[nH]2)C(=O)N2CCNCC2)nn1 | -2.4
CN(C)S(=O)(=O)c1cccc(NC(=S)NNC(=O)c2cc3ccccc3cc2O)c1 | 6.6
CCOC(=O)c1ccc(NC(=O)N2CCN(C3CCCCC3)CC2)cc1 | 1.9
N=c1c(C(=O)NCCN2CCOCC2)cc2c(=O)n3ccccc3nc2n1Cc1ccc(F)cc1 | 5.7
COc1ccc(CCN2CC(C(=O)OC(C)C(=O)Nc3ccc(NC(C)=O)cc3)CC2=O)cc1OC (stereo not drawn) | 0.8
CSC(=NC#N)N1CCN(c2ccccc2)CC1 | -3.1
CN(C)c1cccc2c1c(NC(=O)c1ccc(F)cc1)nn2C | -0.1
O=C(O)CCN1C(=O)CC2(CCCCC2)C1=O | -2.6
O=C(c1cccc(C(F)(F)F)c1)c1c[nH]c(C(=O)NCC2CCCO2)c1 (stereo not drawn) | 0.3
CCOC(=O)Cc1csc(NC(=O)CCC(=O)O)n1 | 1.7
CC(C)C[C@H](NC(=O)c1nc[nH]c1C(=O)N1CCC(C)CC1)C(=O)OCc1ccccc1 | 0.4
CC(C)NCc1nnc(-c2ccc(Cl)cc2)o1 | 1.9
C=CCOC(=O)C1=C[C@@H](c2ccc(Br)cc2)[C@H](CCCO)[C@@H](OCC)O1 | -1.6
CN(CC(=O)Nc1ccc(S(=O)(=O)N2CCCC2)cc1)Cc1cccc(Cl)c1Cl | -0.8
CCOc1cc(Cl)c(S(=O)(=O)NCc2cccnc2)cc1Cl | 0.5
COc1ccc(/C=C/C(=O)NC(C)C)cc1Br | 1.2
Cc1[nH]c(=O)[nH]c(=O)c1NC(=O)c1cccs1 | -0.3
O=S(=O)(Nc1ccccc1)C1CCCCC1 | 0.2

An excerpt of these results, tab-delimited.
SMILES	TTR transcr act
CN(C)S(=O)(=O)c1cccc(NC(=S)NNC(=O)c2cc3ccccc3cc2O)c1	6.6
CCOC(=O)c1ccc(NC(=O)N2CCN(C3CCCCC3)CC2)cc1	1.9
N=c1c(C(=O)NCCN2CCOCC2)cc2c(=O)n3ccccc3nc2n1Cc1ccc(F)cc1	5.7
COc1ccc(CCN2CC(C(=O)OC(C)C(=O)Nc3ccc(NC(C)=O)cc3)CC2=O)cc1OC (stereo not drawn)	0.8
CSC(=NC#N)N1CCN(c2ccccc2)CC1	-3.1
CN(C)c1cccc2c1c(NC(=O)c1ccc(F)cc1)nn2C	-0.1
O=C(O)CCN1C(=O)CC2(CCCCC2)C1=O	-2.6
O=C(c1cccc(C(F)(F)F)c1)c1c[nH]c(C(=O)NCC2CCCO2)c1 (stereo not drawn)	0.3
CCOC(=O)Cc1csc(NC(=O)CCC(=O)O)n1	1.7
CC(C)C[C@H](NC(=O)c1nc[nH]c1C(=O)N1CCC(C)CC1)C(=O)OCc1ccccc1	0.4
CC(C)NCc1nnc(-c2ccc(Cl)cc2)o1	1.9
C=CCOC(=O)C1=C[C@@H](c2ccc(Br)cc2)[C@H](CCCO)[C@@H](OCC)O1	-1.6
CN(CC(=O)Nc1ccc(S(=O)(=O)N2CCCC2)cc1)Cc1cccc(Cl)c1Cl	-0.8
CCOc1cc(Cl)c(S(=O)(=O)NCc2cccnc2)cc1Cl	0.5
COc1ccc(/C=C/C(=O)NC(C)C)cc1Br	1.2
Cc1[nH]c(=O)[nH]c(=O)c1NC(=O)c1cccs1	-0.3

(cont.)
SMILES | TTR transcr act
COCCNC(=O)c1ccc2c(=O)n(CCOC)c(=O)[nH]c2c1 | 1.8
Cc1nc(SCC(=O)c2ccccc2)c(C#N)c(-c2ccco2)c1C(=O)NCc1ccco1 | -5.3
COc1ccccc1/C=C/CN1CC(C)OC(C)C1 (stereo not drawn) | -0.8
CCOc1ccccc1C(=O)N(CN1CCCC1=O)c1ccc(C)c(Cl)c1 | -1.3
CCOc1ccc(NC(=O)c2c3c(nc4ccccc24)CCC3)cc1 | 9.3
CC(=O)C1C(c2ccc(Cl)cc2)NC(=O)NC1(O)C(F)(F)F (stereo not drawn) | 2.0
CCCNC(=O)C1CCN(S(=O)(=O)c2ccc3nc4c(c(C(=O)O)c3c2)CCCCC4)CC1 | -1.4
CCc1nc2ccc(C(=O)NCCCN3CCCC3=O)cn2c1N(C)C(=O)c1cccc(OC)c1 | -0.2
Cc1ccc(N2CCN(C(=O)c3cc(COc4c(C)cccc4C)on3)CC2)c(C)c1 | 0.9
CC1(Oc2cccc(C#N)c2)CCN(Cc2csc3ccccc23)C1 (stereo not drawn) | 1.4
CCOC(=O)CSc1nnc(-c2ccc(S(=O)(=O)NCc3cccs3)cc2)o1 | -1.2

Not all compounds are listed. The share of hits here may be higher or lower than overall.
